# VLA-4 inh – inhibition in a human VLA-4 binding assay | P13612 | VLA-4 expressing cells, ligand binding flow cytometry | inhibition, % (about 7 µM as worked out from the volumes in the protocol) | 330,000 compounds, 0.2% hits | AID 2557; in the data active means inhibition above about 50%
# Target sequence (P13612 whole entry, looked up): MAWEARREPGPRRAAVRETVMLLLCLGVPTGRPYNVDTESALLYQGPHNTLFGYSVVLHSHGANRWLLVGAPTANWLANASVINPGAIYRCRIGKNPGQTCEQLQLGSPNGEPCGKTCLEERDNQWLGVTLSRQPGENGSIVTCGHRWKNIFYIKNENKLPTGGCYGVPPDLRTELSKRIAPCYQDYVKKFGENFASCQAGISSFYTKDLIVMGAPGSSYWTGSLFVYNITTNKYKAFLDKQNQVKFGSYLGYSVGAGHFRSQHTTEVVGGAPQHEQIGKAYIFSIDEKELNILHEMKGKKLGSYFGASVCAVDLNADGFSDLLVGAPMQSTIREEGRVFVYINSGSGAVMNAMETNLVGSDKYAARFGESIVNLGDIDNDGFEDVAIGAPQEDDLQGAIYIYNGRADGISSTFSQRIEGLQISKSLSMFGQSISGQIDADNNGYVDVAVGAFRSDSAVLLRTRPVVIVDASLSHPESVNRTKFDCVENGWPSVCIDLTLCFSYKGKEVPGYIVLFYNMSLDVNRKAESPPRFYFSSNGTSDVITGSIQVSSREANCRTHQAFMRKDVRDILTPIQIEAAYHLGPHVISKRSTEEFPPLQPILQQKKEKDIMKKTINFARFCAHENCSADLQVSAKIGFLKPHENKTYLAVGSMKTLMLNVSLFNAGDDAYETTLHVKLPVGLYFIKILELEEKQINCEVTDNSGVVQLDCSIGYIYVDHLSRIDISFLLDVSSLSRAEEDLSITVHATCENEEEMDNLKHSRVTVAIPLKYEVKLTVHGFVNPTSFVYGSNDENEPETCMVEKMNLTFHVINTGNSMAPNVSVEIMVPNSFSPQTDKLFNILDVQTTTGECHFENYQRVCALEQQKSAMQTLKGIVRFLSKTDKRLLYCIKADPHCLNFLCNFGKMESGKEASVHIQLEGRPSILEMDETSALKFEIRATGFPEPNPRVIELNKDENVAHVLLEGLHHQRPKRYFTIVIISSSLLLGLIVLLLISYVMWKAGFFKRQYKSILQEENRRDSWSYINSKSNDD
# LAP4-GFP MLPCN – alters LAP4-GFP fluorescence in TOR pathway yeast screen. S. cerevisiae LAP4-GFP multiplex, flow cytometry GFP, 3 h; median GFP as percent of DMSO wells. GFP response vs DMSO, % at 10 µM. 320,000 compounds, 0.34% hits. AID 2023;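 active means GFP response vs DMSO above a set limit, about the screen mean plus 3 SD, cut at about 150% in these data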
# MEP2 TOR yeast – modulators of TOR pathway MEP2-GFP in S. cerevisiae. S. cerevisiae MEP2-GFP strain, flow cytometry GFP, 3 h; 100% = DMSO control level. GFP response vs DMSO, % at 10 µM. 330,000 compounds, 0.51% hits. AID 2016;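 active means GFP response versus DMSO above a set limit, roughly screen mean plus 3 SD, cut at about 180% in these data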;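 further: median GFP fluorescence of the barcode-gated MEP2-GFP cells per well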
# GRK2 aptamer HTS – blocks RNA aptamer binding to human GRK2; inhibition of aptamer binding, % at 10 µM; 330,000 compounds, 0.59% hits; P25098; bead flow cytometry, FAM-aptamer displacement from GRK2;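 active means inhibition of aptamer binding above 40%, roughly 3 SD of noise, on plates passing a quality check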;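 further: median bead fluorescence of bound FAM aptamer so fluorescent compounds give negative values; no value below 0 was filed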
# AGP1-GFP MLPCN – yeast TOR pathway AGP1-GFP modulation | S. cerevisiae AGP1-GFP multiplex flow cytometry, 3 h; GFP as percent of DMSO wells | GFP response vs DMSO, % at 10 µM | 320,000 compounds, 0.02% hits;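 active means GFP response relative to DMSO above a set limit, near screen average plus 3 SD, cut at about 150% in these data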;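 further: median GFP channel fluorescence of the gated AGP1 strain per well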
# JMJD2C inh – blocks human GASC-1 demethylase activity; Q9H3R0; GST-JMJD2C(1-420) H3K9me3 demethylation, DELFIA europium; inhibition, % at 2.35 µM; 330,000 compounds, 0.069% hits; AID 2099;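 active means more than half of a compound's replicate wells show inhibition beyond 50%, single wells judged on their own value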;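 further: signal counts dimethyl H3K9 product captured on neutravidin plate; 0% = median of DMSO wells and 100% = 0.3 times that DMSO median; strong numbers were not always called active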
# CIT2 TOR yeast – modulators of TOR pathway CIT2-GFP in S. cerevisiae | S. cerevisiae CIT2-GFP strain, flow cytometry, 3 h; 100 means same as DMSO wells | GFP response vs DMSO, % at 10 µM | 320,000 compounds, 0.065% hits;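 active means GFP response relative to DMSO above a set limit, near the screen mean plus 3 SD, cut at about 150% in these data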;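 further: ratio of well median GFP fluorescence to mean of DMSO wells on the plate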
# RPL19A-GFP yeast – modulators of TOR pathway RPL19A-GFP in S. cerevisiae; S. cerevisiae RPL19A-GFP strain, flow cytometry, 3 h; active compounds read low; percent response vs DMSO, % at 10 µM; 330,000 compounds, 0.3% hits; AID 2025;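 active means percent response vs DMSO below 50%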;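 further: median channel GFP fluorescence of the barcoded RPL19A-GFP strain; ratio of sample median GFP to plate DMSO average so 100% = DMSO; lower means less RPL19A-GFP as with rapamycin TOR inhibition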
# Active calls of the source: *; . = no result given. Outcome played no part in choosing rows; about 1.7% have a hit in one of these screens.
# Field names – A = VLA-4 inh; B = LAP4-GFP MLPCN; C = MEP2 TOR yeast; D = GRK2 aptamer HTS; E = AGP1-GFP MLPCN; F = JMJD2C inh; G = CIT2 TOR yeast; H = RPL19A-GFP yeast
CCCCS(=O)(=O)N1CCCC(C(=O)NCC2CCCO2)C1 (stereo not drawn)
  A: 14.2 | B: 92.8 | C: 97.9 | D: 2.0 | E: 92.6 | F: -2.7 | G: 102.4 | H: 99.7

COc1cccc(NC(=O)CSc2nnc(-c3cccnc3)o2)c1
  A: 8.2 | B: 106.8 | C: 101.0 | D: 4.0 | E: 104.3 | F: -3.2 | G: 100.1 | H: 97.3

COc1ccc(C(NC(=O)c2ccco2)c2ccc(OC)c(OC)c2)cc1OC
  A: -16.1 | B: 92.1 | C: 105.2 | D: 0.0 | E: 100.2 | F: 7.7 | G: 106.7 | H: 97.5

CC(C)n1c(SCC(=O)NC2CC2)nnc1-c1ccco1
  A: -8.0 | B: 88.5 | C: 97.5 | D: 1.0 | E: 99.4 | F: -11.2 | G: 100.5 | H: 101.3

CC(C)Cn1c(N)c(C(=O)COC(=O)CN2C(=O)C3CC=CCC3C2=O)c(=O)n(C)c1=O (stereo not drawn)
  A: 44.8 | B: 93.5 | C: 100.8 | D: 2.0 | E: 98.3 | F: 7.5 | G: 101.1 | H: 100.2

Cc1ccnc(NS(=O)(=O)c2ccc(NC(=O)c3cc(-c4ccccc4)nc4ccccc34)cc2)n1
  A: 14.3 | B: 95.8 | C: 103.9 | D: 0.0 | E: 95.4 | F: 15.1 | G: 92.6 | H: 101.5

COC(=O)N/N=C/c1ccc([N+](=O)[O-])o1
  A: 4.9 | B: 106.7 | C: 98.9 | D: 5.0 | E: 104.8 | F: 7.8 | G: 108.1 | H: 102.0

CCn1cc(C(c2ccccc2)C(C(C)=O)[N+](=O)[O-])c2ccccc21 (stereo not drawn)
  A: -0.2 | B: 109.3 | C: 95.9 | D: 0.0 | E: 110.2 | F: -2.9 | G: 93.1 | H: 98.3

CCOc1ccc(OCCn2c(=S)[nH]c3ccccc32)cc1
  A: -7.5 | B: 101.4 | C: 105.3 | D: 0.0 | E: 96.7 | F: 9.5 | G: 95.3 | H: 99.8

O=C(c1ccc(Br)cc1)N1CCCC1
  A: 16.4 | B: 112.5 | C: 97.1 | D: 5.0 | E: 106.0 | F: 2.1 | G: 87.0 | H: 95.2

Cc1c(N=Cc2ccc(O)c(Br)c2)cccc1[N+](=O)[O-]
  A: 12.6 | B: 97.4 | C: 101.0 | D: 0.0 | E: 92.5 | F: -13.4 | G: 104.3 | H: 100.5

Cc1ccccc1C(=O)NNc1ccc([N+](=O)[O-])cc1
  A: -1.0 | B: 104.9 | C: 105.3 | D: 0.0 | E: 101.8 | F: 3.1 | G: 109.7 | H: 104.5

CCOc1ccc(N2CC(C(=O)NCc3ccc(C)n3C)CC2=O)cc1 (stereo not drawn)
  A: 19.4 | B: 105.6 | C: 107.5 | D: 0.0 | E: 105.6 | F: . | G: 108.1 | H: 97.4

O=C(/C=C/c1ccc(Cl)cc1Cl)NCCSc1ccccc1
  A: 6.1 | B: 86.5 | C: 88.9 | D: 0.0 | E: 74.4 | F: -1.7 | G: 97.1 | H: 117.3

CCN1C(=O)CC(NC2CCN(C(=O)c3ccc(F)cc3)CC2)C1=O (stereo not drawn)
  A: 29.6 | B: 91.7 | C: 97.5 | D: 11.0 | E: 105.0 | F: 2.2 | G: 107.7 | H: 101.6

CCCCc1nc2cc(C(=O)NC3CCOC(C)(C)C3)ccc2o1 (stereo not drawn)
  A: 1.3 | B: 86.7 | C: 96.5 | D: 0.0 | E: 96.5 | F: 2.3 | G: 98.2 | H: 95.1

C=CCn1c(CCc2ccccc2)nnc1SCC(N)=O
  A: 10.2 | B: 92.7 | C: 101.3 | D: 1.0 | E: 103.5 | F: -9.7 | G: 113.3 | H: 104.2

COCCCNC(=O)CC1Oc2ccccc2NC1=O (stereo not drawn)
  A: 8.8 | B: 101.2 | C: 110.9 | D: 4.0 | E: 105.5 | F: 5.7 | G: 109.2 | H: 104.6

COc1ccc(C2=CC(=O)OC3(CCCC3)O2)cc1
  A: 3.4 | B: 109.1 | C: 100.1 | D: 0.0 | E: 101.4 | F: -32.6 | G: 102.2 | H: 101.9

Cc1cc(=O)oc2cc(OCC(=O)NCc3ccccn3)ccc12
  A: -15.0 | B: 97.2 | C: 101.2 | D: 6.0 | E: 98.6 | F: -3.6 | G: 96.2 | H: 100.0

COc1ccc(Cl)cc1C(=O)NNC1CC(=O)N(Cc2ccc(Cl)cc2)C1=O (stereo not drawn)
  A: 2.9 | B: 99.4 | C: 107.5 | D: 0.0 | E: 98.3 | F: -1.3 | G: 100.1 | H: 105.3

C/C(=N\NC(=O)OC(C)(C)C)c1ccccc1Br
  A: 0.9 | B: 93.9 | C: 96.5 | D: 2.0 | E: 99.1 | F: 27.9 | G: 97.4 | H: 96.0

COc1ccccc1OCc1ccc(C(=O)N2CCOCC2)o1
  A: 11.6 | B: 100.0 | C: 109.4 | D: 0.0 | E: 105.0 | F: -1.5 | G: 106.8 | H: 107.1

COc1cccc2cc(C(=O)Nc3cccc(C)n3)c(=O)oc12
  A: 3.9 | B: 99.5 | C: 106.9 | D: 0.0 | E: 91.2 | F: 1.7 | G: 105.8 | H: 99.2

O=C(NCCN1C(=O)S/C(=C\c2ccc(Cl)c(Cl)c2)C1=O)c1cnccn1
  A: -1.0 | B: 91.8 | C: 87.8 | D: 7.0 | E: 91.2 | F: -3.6 | G: 86.0 | H: 95.6

COc1ccc(C(=O)NC2(C(F)(F)F)C(=O)Nc3c2c(=O)[nH]c(=O)n3CCc2ccc(OC)c(OC)c2)cc1 (stereo not drawn)
  A: -3.7 | B: 85.9 | C: 106.1 | D: 5.0 | E: 103.2 | F: -3.2 | G: 129.1 | H: 104.4

Cc1c(NC(=O)C(C)OC(=O)c2ncc(Cl)c(Cl)c2Cl)c(=O)n(-c2ccccc2)n1C (stereo not drawn)
  A: 4.2 | B: 106.5 | C: 101.1 | D: 2.0 | E: 109.4 | F: 0.0 | G: 109.2 | H: 102.9

# A different layout for part of the listing above.
# Results follow in this order: VLA-4 inh, LAP4-GFP MLPCN, MEP2 TOR yeast, GRK2 aptamer HTS, AGP1-GFP MLPCN, JMJD2C inh, CIT2 TOR yeast, RPL19A-GFP yeast
- COc1ccc(C2=CC(=O)OC3(CCCC3)O2)cc1
 : 3.4, 109.1, 100.1, 0.0, 101.4, -32.6, 102.2, 101.9
- Cc1cc(=O)oc2cc(OCC(=O)NCc3ccccn3)ccc12
 : -15.0, 97.2, 101.2, 6.0, 98.6, -3.6, 96.2, 100.0
- COc1ccc(Cl)cc1C(=O)NNC1CC(=O)N(Cc2ccc(Cl)cc2)C1=O (stereo not drawn)
 : 2.9, 99.4, 107.5, 0.0, 98.3, -1.3, 100.1, 105.3
- C/C(=N\NC(=O)OC(C)(C)C)c1ccccc1Br
 : 0.9, 93.9, 96.5, 2.0, 99.1, 27.9, 97.4, 96.0
- COc1ccccc1OCc1ccc(C(=O)N2CCOCC2)o1
 : 11.6, 100.0, 109.4, 0.0, 105.0, -1.5, 106.8, 107.1
- COc1cccc2cc(C(=O)Nc3cccc(C)n3)c(=O)oc12
 : 3.9, 99.5, 106.9, 0.0, 91.2, 1.7, 105.8, 99.2
- O=C(NCCN1C(=O)S/C(=C\c2ccc(Cl)c(Cl)c2)C1=O)c1cnccn1
 : -1.0, 91.8, 87.8, 7.0, 91.2, -3.6, 86.0, 95.6
- COc1ccc(C(=O)NC2(C(F)(F)F)C(=O)Nc3c2c(=O)[nH]c(=O)n3CCc2ccc(OC)c(OC)c2)cc1 (stereo not drawn)
 : -3.7, 85.9, 106.1, 5.0, 103.2, -3.2, 129.1, 104.4
- Cc1c(NC(=O)C(C)OC(=O)c2ncc(Cl)c(Cl)c2Cl)c(=O)n(-c2ccccc2)n1C (stereo not drawn)
 : 4.2, 106.5, 101.1, 2.0, 109.4, 0.0, 109.2, 102.9

# Screening results: PubChem, several laboratories
